PI4K2A block: qHTS for small molecular inhibitors of PI4K2A; Phosphatidylinositol 4-kinase type 2-alpha (Homo sapiens), Q9BTU6; actives 0.13% (n = 420,000); purified PI4K2A, ADP-Glo luminescence, 1 h; stronger effect = lower value; AID 1346378, 2018; activity change, negative = inhibition, % at 76.9 µM; in the data active means activity change below about -50%; inconclusive means mostly about -30% to -49%;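 further: -100% = wells without enzyme as full effect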
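Compounds are screened against recombinant PI4K2A using PI as substrate and ATP, the latter dispensed at 300 microM. Reactions run one hour at ambient temperature before ADP-Glo detection; full inhibition defined by wells lacking enzyme.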
Vif-A3G inh: qHTS for Inhibitors of Vif-A3G Interactions: qHTS; HeLa A3G-eYFP + Vif (tagged APOBEC3G with the HIV-1 protein that degrades it), YFP fluorescence, overnight; AID 602310, 2012; Potency, µM (top dose mostly 46.1 µM), for inactives: at the highest dose activity, negative = active, hits mostly inhibitors; actives 0.076% (n = 410,000); DNA dC->dU-editing enzyme APOBEC-3G (Homo sapiens), Q9HC16;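 further: potency means the concentration at half of the fitted maximal effect; on the % scale 0 is the no-effect control and ±100 the full control effect; nearly all actives have a fitted effect of over 60% in size; hits raise eYFP signal because A3G escapes Vif-driven loss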
Target sequence (Q9HC16 whole entry, looked up): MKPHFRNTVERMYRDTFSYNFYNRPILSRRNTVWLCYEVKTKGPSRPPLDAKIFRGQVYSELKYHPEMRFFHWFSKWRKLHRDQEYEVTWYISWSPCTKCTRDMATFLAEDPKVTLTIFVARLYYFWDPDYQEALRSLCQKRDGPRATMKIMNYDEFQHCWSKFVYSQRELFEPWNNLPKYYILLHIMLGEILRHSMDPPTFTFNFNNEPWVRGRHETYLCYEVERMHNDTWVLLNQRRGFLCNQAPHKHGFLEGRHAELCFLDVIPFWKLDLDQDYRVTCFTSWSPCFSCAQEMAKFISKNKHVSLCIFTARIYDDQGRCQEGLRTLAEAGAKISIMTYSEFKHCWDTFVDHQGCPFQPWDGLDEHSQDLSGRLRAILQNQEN
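Read-out is eYFP fluorescence (Ex 488/Em 500-530) from Vif-expressing HeLa A3G-eYFP cells; more signal means A3G escaped Vif-mediated degradation. Cells plated overnight, compound pinned in, incubated overnight at 37 deg C.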
GRP78 ERSR act: qHTS for Inducers of the Endoplasmic Reticulum Stress Response (ERSR) in Human Glioma: qHTS; U87-MG GRP78 promoter luciferase reporter, 16 h; Potency, µM, for the others: at the top dose activation, hits mostly activators; actives 0.02% (n = 420,000); AID 602332, 2012; further: potency means the concentration at half of the fitted maximal effect; series mostly up to about 76 µM; % of control where 0% means no effect; nearly all actives have a fitted effect of over 35% in size
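Stably transfected U87-MG glioma cells carrying a GRP78-based luciferase sensor; 16 h compound incubation. Luminescence end-point read 10 min after Bright-Glo addition at room temperature.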
TrxR1 substrate: qHTS Assay for Substrates of Mammalian Selenoprotein Thioredoxin Reductase 1 (TrxR1): qHTS | Thioredoxin reductase 1, cytoplasmic (Rattus norvegicus), O89049 | purified TrxR1 substrate turnover, NADPH consumption readout | Potency, µM (series often up to 114 µM), inactives show top-dose activity change, negative = substrate turnover | actives 0.01% (n = 390,000) | AID 588456, 2011; further: potency means the concentration at half of the fitted maximal effect; on the % scale 0 is the no-effect control and ±100 the full control effect; nearly all actives have a fitted effect of over 50% in size
Target sequence (O89049 whole entry, looked up): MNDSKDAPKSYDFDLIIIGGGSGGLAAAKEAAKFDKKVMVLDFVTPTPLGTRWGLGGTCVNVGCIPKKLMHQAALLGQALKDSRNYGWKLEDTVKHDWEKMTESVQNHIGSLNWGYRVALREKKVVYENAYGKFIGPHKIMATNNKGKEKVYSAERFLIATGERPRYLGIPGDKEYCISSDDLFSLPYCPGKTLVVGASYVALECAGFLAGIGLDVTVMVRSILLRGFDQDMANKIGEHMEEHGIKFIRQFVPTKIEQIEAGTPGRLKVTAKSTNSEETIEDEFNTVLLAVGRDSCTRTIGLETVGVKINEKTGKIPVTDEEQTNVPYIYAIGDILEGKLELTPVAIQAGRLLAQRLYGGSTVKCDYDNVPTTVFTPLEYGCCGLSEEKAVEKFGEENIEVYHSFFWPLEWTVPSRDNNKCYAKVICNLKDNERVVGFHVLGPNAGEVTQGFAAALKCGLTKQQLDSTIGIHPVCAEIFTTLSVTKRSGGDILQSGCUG
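Rat TrxR1, dispensed at 90 nM, was prereduced with 400 uM NADPH (final) for 5 min at ~22 deg C, then incubated with compound 15 min before 400 uM selenite. A first-read NADPH fluorescence drop versus no-compound background flagged substrates.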
LDHA block: qHTS assay for inhibitors of human lactate dehydrogenase | purified LDHA, NADH/diaphorase-resazurin fluorescence; stronger effect = lower value | actives 0.15% (n = 480,000) | activity change, % (values are at about 110 or 230 µM) | AID 1347041, 2019 | L-lactate dehydrogenase A chain (Homo sapiens), P00338; in the data active means activity change below about -30%; inconclusive means mostly about -25% to -30%;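 further: plate controls were DMSO wells for no effect and wells without enzyme for full effect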
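Enzyme activity of human lactate dehydrogenase 5 (2 nM; 0.06 mM NADH, 0.2 mM pyruvate, 5 min, RT) is measured via a resazurin/diaphorase fluorescence readout of residual NADH.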
Active calls of the source: *; i = inactive; u = inconclusive; x = not tested or not shown; & = joins results of further samples; [ ] = dose if it differs, or a comment. Unless noted, the call rests on the fitted dose curve; in most records, active means well fitted curve in the direction sought with a large enough effect; inconclusive means small, poorly fitted or top-dose-only effect, or another doubt; inactive means no such curve, though single readings can be large; an effect the other way counts as inactive or inconclusive. Not all compounds are listed. The share of hits here may be higher or lower than overall.

mol	PI4K2A block	Vif-A3G inh	GRP78 ERSR act	TrxR1 substrate	LDHA block
CCNC(=O)NC(=O)C(C)N1CCN(C(=O)Cc2c[nH]c3ccccc23)CC1 (stereo not drawn)	x	x	x	x	-2
CN(C)c1ccc(-c2ccc(N(C)C)cc2)cc1	x	x	x	x	2
CC12CCC(O)CC1CCC1[C@@H]2CC(O)C2(C)C(C3=CC(=O)OC3)CCC12O (stereo partly drawn)	x	x	x	x	2
C[C@H]1O[C@@H](O[C@H]2CC[C@]3(C=O)[C@H]4CC[C@]5(C)[C@H](C6=CC(=O)OC6)CC[C@]5(O)[C@@H]4CC[C@]3(O)C2)C[C@H](O)[C@@H]1O	x	x	x	x	-1
Nc1ccc(Br)cc1C(=O)c1ccc(Cl)cc1	x	x	x	x	1
COc1cc(CN2CCN(C(=O)COc3ccccc3)CC2)cc(OC)c1O	x	x	x	x	24
N#Cc1c(Cl)nc(NCCNc2ccccn2)c(Cl)c1Cl	x	x	x	x	1
Cc1ccc2[nH]c(C)c(C(O)CN3CCCCC3)c2c1 (stereo not drawn)	x	x	x	x	1
CN1CC2(C)CNCC(C)(C1)C2O (stereo not drawn)	x	x	x	x	0
COc1ccc2c(c1)c(C(=O)NC(C)C(C)C)c(C)n2C1CC1 (stereo not drawn)	x	x	x	x	0
COc1ccccc1CNC(=O)C(Cl)(Cl)Cl	x	x	x	x	-2
Cc1noc(C)c1COc1ccc(CC(=O)N(CCC#N)CCN2CCOCC2)cc1	x	x	x	x	-5
Cc1ccc(S(=O)(=O)NCCNc2ccc([N+](=O)[O-])c3cccnc23)cc1	x	x	x	x	27
C[N+](C)(C)CC1CC1	x	x	x	x	5
COc1c(/C=C(\C)[N+](=O)[O-])cc2c(c1OC)OCO2	x	x	x	x	-1
CCOC(=O)c1c(C)n(C2CCCCCC2)c2ccc(O)cc12	x	x	x	x	11
O=C(c1cn(CCCOc2ccccc2Cl)c2ccccc12)C(F)(F)F	x	x	x	x	0
COc1ccc2[nH]c(C)c(CCNCCC3=C(C)CCCC3(C)C)c2c1	x	x	x	x	u
CC1=C(C(=O)c2ccccc2)C2(C(=O)Nc3ccc(Br)cc32)C(C(=O)OCc2ccccc2)=C(N)O1 (stereo not drawn)	x	x	x	x	0
Cn1cc(C(=O)Nc2ccncc2)c2ccccc21	x	x	x	x	2
O=C(CN1CCCCC1)c1ccccc1	x	-3%	0%	4%	x
c1ccc(CCN2CCCCC2)cc1	x	2%	-3%	9%	x
C/C=C1/C[C@@H](C)[C@@](C)(O)C(=O)OCC2=CCN3CC[C@@H](OC1=O)[C@@H]23	x	3%	-4%	1%	x
O=P1(Oc2ccccc2)CC=CC(COCc2ccccc2)O1 (stereo not drawn)	x	0%	-4%	-3%	x
C=C1C/C(=C/C)C(=O)O[C@@H]2CCN3CC=C(COC(=O)[C@]1(C)O)[C@@H]23	x	3%	-2%&-4%	43%[activator]	x
c1ccc(CCN2CCOCC2)cc1	x	-1%	-2%	3%	x
CC1Cc2ccccc2CN1 (stereo not drawn)	x	1%	-2%	7%	x
CCN(Cc1ccc(Cl)nc1)/C(=C/[N+](=O)[O-])NC	2	x	-3%	x	x
NCc1cccnc1	-2	x	-5%	x	x
Nc1ccc(Cl)cc1N	i	x	-1%	x	x
CC(Cc1ccccc1)NCc1ccccc1Cl (stereo not drawn)	-8	x	-1%	x	x
O=c1oc2ccccc2c(O)c1Cc1c(O)c2ccccc2oc1=O	-2	x	-3%&-1%	x	x
CCc1cc2c(s1)-n1c(C)nnc1CN=C2c1ccccc1Cl	-4	x	0%	x	x
CCC(C(N)=O)N1CCCC1=O (stereo not drawn)	0	x	-6%&-2%	x	x
OCCCBr	i	x	-1%	x	x
C=CCC1=C(C)C(OC(=O)C2C(C=C(C)C)C2(C)C)CC1=O (stereo not drawn)	i	x	-3%	x	x
CCS(=O)(=O)C(C)(C)S(=O)(=O)CC	1	x	-2%	x	x
O=C1NCN(c2ccccc2)C12CCN(CCCOc1ccc(F)cc1)CC2	-2	x	u	x	x
CC(Cc1ccccc1)NCCn1cnc2c1c(=O)n(C)c(=O)n2C (stereo not drawn)	i	x	-4%	x	x
CC(C)NC(C)C	1	x	-4%	x	x
CC(C)NCC(O)c1ccc([N+](=O)[O-])cc1 (stereo not drawn)	-1	x	-5%	x	x
O=C1OC(c2ccc(O)c(S(=O)(=O)O)c2)(c2ccc(O)c(S(=O)(=O)O)c2)c2c(Br)c(Br)c(Br)c(Br)c21	-4	x	-4%	x	x
COP(=O)(OC)OC=C(Cl)Cl	-7	x	-4%	x	x
O=[N+]([O-])c1ccc([As](=O)(O)O)cc1	-3	x	1%	x	x
COc1ccc(OC)c(CC(C)N)c1 (stereo not drawn)	i	x	-3%	x	x
C[C@]12CC[C@@H]3c4ccc(OC(=O)N(CCCl)CCCl)cc4CC[C@H]3[C@@H]1CC[C@@H]2O	-1	x	-3%	x	x
c1cc2c(c(N3CCNCC3)c1)OCCO2	1	x	-6%	x	x
CCN(CC)CCN1C(=O)CN=C(c2ccccc2F)c2cc(Cl)ccc21	2	x	-4%	x	x
C#CC1(O)CCC2C3CCC4=CC(=O)CCC4(C)C3CCC21C (stereo not drawn)	x	x	-4%	x	-2
CC(=O)[C@H]1CCC2C3CC[C@H]4C[C@H](O)CC[C@]4(C)C3CC[C@@]21C (stereo partly drawn)	4	x	0%	4%[57.1 µM]	x
CC(C)(C)NCC(O)c1ccccc1Cl (stereo not drawn)	1&3	x	-5%&-5%	12%[57.1 µM]	x
CCOC(=O)c1ncn2c1[C@@H]1CCCN1C(=O)c1cc(OC)ccc1-2	0	x	-5%	8%[57.1 µM]	x
NCC(CP(=O)(O)O)c1ccc(Cl)cc1 (stereo not drawn)	-1	x	-1%&-5%	8%[57.1 µM]	x
N[C@@H](Cn1ccc(=O)c(O)c1)C(=O)O	5	x	-4%	12%[57.1 µM]	x
Oc1ccc2c3c1O[C@H]1c4[nH]c5ccccc5c4C[C@@]4(O)C(C2)N(CC2CC2)CCC314 (stereo partly drawn)	4	x	-7%&-3%	9%[57.1 µM]	x
NC(=O)CN1CC(O)CC1=O (stereo not drawn)	2	x	-2%&-5%	8%[57.1 µM]	x

(more compounds)
mol	PI4K2A block	Vif-A3G inh	GRP78 ERSR act	TrxR1 substrate	LDHA block
NC(CCCCCP(=O)(O)O)C(=O)O (stereo not drawn)	-5	x	-1%	3%[57.1 µM]	x
C[C@@H]1O[C@@H](O[C@H]2C[C@@H](O)[C@]3(CO)[C@@H]4C(CC[C@]3(O)C2)[C@@]2(O)CC[C@H]([C@@H]3COC(=O)C3)[C@@]2(C)C[C@H]4O)[C@H](O)[C@H](O)[C@H]1O (stereo partly drawn)	-1	x	-9%	-4%[57.1 µM]	x
O=[N+]([O-])/C=C/c1ccc2c(c1)OCO2	-2	x	-15%	12%[57.1 µM]	x
CN1C[C@H](C(=O)N[C@]2(C)O[C@@]3(O)[C@@H]4CCCN4C(=O)[C@H](Cc4ccccc4)N3C2=O)C[C@@H]2c3cccc4[nH]cc(c34)C[C@H]21	-7&4	x	-4%&-4%	u	x
C=CCN1C[C@@H](C)N([C@H](c2ccc(C(=O)N(CC)CC)cc2)c2cccc(OC)c2)C[C@@H]1C	1	x	0%	9%[57.1 µM]	x
O=C(Cc1c(-c2ccccc2)nc2ccc(Br)cn12)N1CCCC1	-4	x	x	x	1
COc1ccc(CCN)cc1S(N)(=O)=O	-8	x	x	x	0
CC(C)C[C@H]1COc2cc(N3CCN(C)CC3)ccc2S(=O)(=O)N1	-5	x	x	x	-6

A second format for four compounds above.
SMILES: CN1C[C@H](C(=O)N[C@]2(C)O[C@@]3(O)[C@@H]4CCCN4C(=O)[C@H](Cc4ccccc4)N3C2=O)C[C@@H]2c3cccc4[nH]cc(c34)C[C@H]21
  PI4K2A block = -7&4 | Vif-A3G inh = x | GRP78 ERSR act = -4%&-4% | TrxR1 substrate = u | LDHA block = x
SMILES: C=CCN1C[C@@H](C)N([C@H](c2ccc(C(=O)N(CC)CC)cc2)c2cccc(OC)c2)C[C@@H]1C
  PI4K2A block = 1 | Vif-A3G inh = x | GRP78 ERSR act = 0% | TrxR1 substrate = 9%[57.1 µM] | LDHA block = x
SMILES: O=C(Cc1c(-c2ccccc2)nc2ccc(Br)cn12)N1CCCC1
  PI4K2A block = -4 | Vif-A3G inh = x | GRP78 ERSR act = x | TrxR1 substrate = x | LDHA block = 1
SMILES: COc1ccc(CCN)cc1S(N)(=O)=O
  PI4K2A block = -8 | Vif-A3G inh = x | GRP78 ERSR act = x | TrxR1 substrate = x | LDHA block = 0

Following part.
mol	PI4K2A block	Vif-A3G inh	GRP78 ERSR act	TrxR1 substrate	LDHA block
CCOC(=O)[C@]12Cc3ccccc3[C@H]1N(Cc1ccccc1)C(=O)c1cc(F)c(F)cc12	-1	x	x	x	-4
Cc1ccc(C(O)(C(=O)OC(C)C)C(O)c2ccccc2)cc1 (stereo not drawn)	-6	x	x	x	0
CCOC(=O)[C@]12Cc3cc(OC)ccc3[C@H]1N(CC(=O)OC)C(=O)c1cc(OC)ccc12	7	x	x	x	-3
CCOC(=O)[C@]12Cc3ccccc3[C@H]1N(CCC(=O)OC)C(=O)c1cc(OC)ccc12	8	x	x	x	7
COC(=O)CN(CCCl)P1(=O)OCCCN1CCCl (stereo not drawn)	-10	x	x	x	-4
CN(Cc1cccc(-c2ccncc2)c1)C(=O)Oc1ccccc1Cc1ccccc1	-3	x	x	x	-4
CCOC(=O)[C@]12Cc3c(cc(OC)c(OC)c3OC)[C@H]1N(C)C(=O)c1ccccc12	2	x	x	x	-1
CCOC(=O)[C@]12Cc3ccccc3[C@H]1N(CCC(=O)OC)C(=O)c1ccccc12	12	x	x	x	-4
C[C@@]12CC[C@@H](c3cc4c(cc3C1)OCO4)N2c1ccccc1	1	x	x	x	0
CCOC(=O)[C@]12Cc3cc(C)ccc3[C@H]1N(C1CCCCC1)C(=O)c1cc(OC)ccc12	24	x	x	x	3
Cc1nc(-c2cccc(CN(C)C(=O)Oc3ccc([N+](=O)[O-])cc3)c2)no1	-4	x	x	x	-1
CCOC(=O)C12C(=O)OCC1C2c1ccccc1 (stereo not drawn)	2	x	x	x	-2
COc1ccc(C(=O)OCC2CN2c2cccc([N+](=O)[O-])c2)cc1 (stereo not drawn)	4	x	x	x	-4
CCOC(=O)[C@]12Cc3cc(Cl)ccc3[C@H]1N(CC(=O)OC)C(=O)c1ccccc12	12	x	x	x	-1
COc1ccc2nc(-c3ccc(CN4CCC(n5c(=O)[nH]c6ccccc65)CC4)cc3)c(-c3ccccc3)nc2c1	4	x	x	x	-1
O=S1(=O)NCC2(CC2)CN1Cc1ccccc1	5	x	x	x	-2
CCOC(=O)[C@]12Cc3cc(C)ccc3[C@H]1N(C(C)C)C(=O)c1ccccc12	11	x	x	x	1
CCOC(=O)[C@]12Cc3cc(Cl)ccc3[C@H]1N(C1CCCCC1)C(=O)c1ccccc12	26	x	x	x	-2
CC(C)C(Br)C(=O)NC(N)=O (stereo not drawn)	4	x	-5%	x	3
